# Assay outcomes (PubChem)
# TDP43 rescue = qHTS of TDP-43 Inhibitors. TDP-43 expressing yeast growth rescue, BacTiter-Glo, 24 h. Potency, µM (series often up to 46.1 µM), for inactives: at the top dose growth rescue (activation), most hits filed as activators. actives 1.8% (n = 410,000). AID 652104, 2013; further: potency means the concentration at half of the fitted maximal effect; % of control where 0% means no effect; nearly all actives have a fitted effect of over 50% in size
#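 In this qHTS, compounds that restore growth of yeast expressing TDP-43 appear as activators. Cells (OD600=0.02, galactose medium, raffinose-pregrown) are incubated with compound 24 hr at 30 deg C and growth is quantified by BacTiter-Glo.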
# FUS suppressor = qHTS for Suppressors of FUS Proteinopathy: Primary screen using FUS-linked yeast assay | S. cerevisiae FUS-expressing, growth rescue, OD600, 24 h | Potency, µM (highest dose often 76.6 µM), without a hit: at the highest dose growth rescue (activation), most hits filed as activators | actives 0.24% (n = 390,000);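 further: potency means the concentration at half of the fitted maximal effect; plate controls were DMSO vehicle for no effect and reference control for full effect; nearly all actives have a fitted effect of over 55% in size; some results filed as inactive show a strong effect at the top dose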
#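 Steps: raffinose overnight preculture; dilution to OD 0.005 in 2% galactose minimal medium; compound addition (concentration series); 24hr at 30C, 99% humidity; absorbance read at 600 nm.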
# PTHR1 agonist = qHTS for PTHR1 Agonists: Primary Screen; HEK293 GP2 PTHR1 cells, GloSensor cAMP luminescence, 1 h; Potency, µM (highest dose often 115 µM), for inactives: at the top dose activation, most hits filed as activators; actives 0.075% (n = 410,000); AID 743266, 2014; further: potency means the concentration at half of the fitted maximal effect; nearly all actives have a fitted effect of over 55% in size; some results filed as inactive show a strong effect at the top dose; inactives centre near -15; many of its hits are not listed in these tables
# Target sequence (Q03431 whole entry, looked up): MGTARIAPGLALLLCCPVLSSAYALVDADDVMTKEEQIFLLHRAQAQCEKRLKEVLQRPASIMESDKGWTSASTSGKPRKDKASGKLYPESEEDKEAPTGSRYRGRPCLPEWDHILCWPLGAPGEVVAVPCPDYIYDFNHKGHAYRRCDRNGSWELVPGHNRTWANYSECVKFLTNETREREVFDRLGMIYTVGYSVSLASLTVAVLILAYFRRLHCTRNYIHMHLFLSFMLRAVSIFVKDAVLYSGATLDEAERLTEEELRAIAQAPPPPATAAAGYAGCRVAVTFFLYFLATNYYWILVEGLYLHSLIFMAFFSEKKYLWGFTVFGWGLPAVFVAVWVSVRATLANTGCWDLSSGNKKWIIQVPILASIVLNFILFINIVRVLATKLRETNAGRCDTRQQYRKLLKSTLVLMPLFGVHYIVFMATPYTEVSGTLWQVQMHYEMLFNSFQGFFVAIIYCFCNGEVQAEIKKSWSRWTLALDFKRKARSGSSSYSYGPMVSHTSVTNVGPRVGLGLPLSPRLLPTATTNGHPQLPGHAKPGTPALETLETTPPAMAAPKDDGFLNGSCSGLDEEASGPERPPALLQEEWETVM
#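 HEK-293-derived GP2 cells expressing PTHR1 and a GloSensor cAMP reporter, 3,000/well, plated overnight, given luciferin plus IBMX (each 0.5 mM as added) for 1 h at 37 °C, then compound for 1 h at 37 °C. Luminescence was read after 15 min at room temperature.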
# MmCpn inh = Inhibitors of TCP-1 ring complex (TRiC) of Methanococcus maripaludis (MmCpn): qHTS; AID 504842, 2011; Potency, µM (doses to about 76.9 µM), for the others: at the top dose activity, negative = inhibition, usual class: inhibitors; Chaperonin Mm-Cpn (Methanococcus maripaludis); actives 0.031% (n = 330,000); purified Mm-Cpn ATPase, ADP Transcreener TR-FRET; further: potency means the concentration at half of the fitted maximal effect; on the % scale 0 is the no-effect control and ±100 the full control effect; nearly all actives have a fitted effect of over 80% in size
#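 Inhibition of chaperonin ATP hydrolysis is measured as reduced ADP production, detected by competitive TR-FRET in which signal falls with ADP. Final enzyme 25 nM and ATP 10 uM, reacted 30 min at 37°C.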
# HEK293 tox = qHTS of GLP-1 Receptor Inverse Agonists: Cytotox Screen. Potency, µM (series often up to 38.3 µM), for inactives: at the top dose activity change, negative = inhibition, most hits filed as inhibitors. HEK293 cAMP-luciferase reporter cells, luminescence, 24 h. AID 624418, 2012. actives 0.13% (n = 410,000);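 further: loss of luciferase light is scored as toxicity; potency means the concentration at half of the fitted maximal effect; on the % scale 0 is the no-effect control and ±100 the full control effect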
#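 Quantitative HTS format, 1536 wells, 200 cells/uL seeded. Compounds: 23 nL, 24 h, 37 °C. Detection: luciferase reagent, luminescence at 12 min RT; decreased signal taken as cytotoxic.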
# pAkt inh = HTS Assay for Inhibitors of Akt Phophorylation: Primary Screen. Neuro2A IGF-stimulated pAkt S473 HTRF, 20 min; active compounds read low. activity change, % for hits at 50 µM. actives 0.32% (n = 360,000); in the data active means activity change below about -80%; inconclusive means mostly about -51% to -80%; further: on the % scale 0 is the no-effect control and ±100 the full control effect
#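 Neuro2A cells (4,500/well, DMEM with 0.5% FBS) were treated with compound at a single 50 µM final concentration, stimulated with 6 nM IGF for 20 min at 37 °C, and lysed. Phospho-Akt Ser473 was read by HTRF as 665/615 ratio ×10^4.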
# aSyn yeast inh = qHTS of alpha-syn Inhibitors. Yeast expressing alpha-synuclein, growth rescue, BacTiter-Glo, 24 h. AID 652106, 2013. Potency, µM (titrated, usually from 46.1 µM), without a hit: at the top dose growth rescue (activation), usual class: activators. actives 0.14% (n = 370,000); further: potency means the concentration at half of the fitted maximal effect; % of control where 0% means no effect; nearly all actives have a fitted effect of over 65% in size
#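 Rescue of yeast growth: cells expressing toxic alpha-synuclein, induced in galactose at OD600 0.02, incubated with compound 24 h at 30 C. ATP luminescence quantified growth; inhibitors of toxicity appear as activators.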
# GLP-1R inv ag = qHTS of GLP-1 Receptor Inverse Agonists (Inhibition Mode); Glucagon-like peptide 1 receptor (Homo sapiens), P43220; HEK293 GLP-1R CRE-luciferase, luminescence, 24 h; GLP-1R form is constitutively active; Potency, µM (highest dose often 38.3 µM), without a hit: top-dose activity change, negative = inhibition, usual class: inhibitors; actives 1.6% (n = 410,000); AID 624417, 2012; further: potency means the concentration at half of the fitted maximal effect; on the % scale 0 is the no-effect control and ±100 the full control effect; nearly all actives have a fitted effect of over 55% in size
# Target sequence (P43220 whole entry, looked up): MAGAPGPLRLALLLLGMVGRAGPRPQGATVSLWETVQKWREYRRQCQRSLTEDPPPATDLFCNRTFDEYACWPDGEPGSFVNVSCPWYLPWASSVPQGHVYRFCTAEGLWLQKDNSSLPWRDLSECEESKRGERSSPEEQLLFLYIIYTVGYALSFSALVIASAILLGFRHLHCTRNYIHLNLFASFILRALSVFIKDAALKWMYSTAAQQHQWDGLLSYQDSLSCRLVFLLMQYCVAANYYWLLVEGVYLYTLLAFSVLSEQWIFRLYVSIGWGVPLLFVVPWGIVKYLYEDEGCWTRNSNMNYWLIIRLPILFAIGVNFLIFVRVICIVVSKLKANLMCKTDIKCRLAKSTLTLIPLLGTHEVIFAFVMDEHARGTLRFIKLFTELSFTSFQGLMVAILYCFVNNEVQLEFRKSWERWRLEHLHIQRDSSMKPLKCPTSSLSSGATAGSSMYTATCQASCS
#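 Assay principle: reduced luminescence from a cAMP-responsive reporter in HEK293 cells co-expressing a constitutively active GLP-1R. Conditions: 24 hr compound incubation, 37 deg C, 5% CO2.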
# Abeta rescue = qHTS for compounds that reverse cellular toxicity of Amyloid beta (A-beta) peptide in yeast: Primary Screen | actives 0.063% (n = 410,000) | Potency, µM (top dose mostly 46.1 µM), inactives show at the top dose growth rescue, hits mostly activators | yeast expressing A-beta42, growth rescue, OD600, 48 h; response scale: 0% DMSO, 100% iron-clioquinol control; further: potency means the concentration at half of the fitted maximal effect; nearly all actives have a fitted effect of over 55% in size
#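 Yeast A-beta toxicity model in growth medium with pinned compounds, 48 h at 30 C; growth read as absorbance at 600 nm. Normalized to FeCl3/clioquinol equimolar mix (positive) and DMSO (negative).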
# * = called active by the depositor; i = inactive; ? = inconclusive; . = no result given; [ ] = remark or other dose. Unless noted, the call rests on the fitted dose curve; in most records, active means well fitted curve in the direction sought with a large enough effect; inconclusive means small, poorly fitted or top-dose-only effect, or another doubt; inactive means no such curve, though single readings can be large; an effect the other way counts as inactive or inconclusive.
SMILES,TDP43 rescue,FUS suppressor,PTHR1 agonist,MmCpn inh,HEK293 tox,pAkt inh,aSyn yeast inh,GLP-1R inv ag,Abeta rescue
Nc1c(C=C2C=CC(=O)C=C2)c(=O)nc2sc(CC(=O)N3CCCC3)nn12,-1%,2%,i,3%,-2%,i,1%,-24%,-5%
Cc1cc(C)n(-c2nc3ccccc3n3c(C)nnc23)n1,0%,-3%,i,1%,-1%,i,2%,8%,-17%
CCC12CN3CCN(CC(C3)/C1=N\NC(=O)c1ccc(C(C)(C)C)cc1)C2,?,.,i,1%,2%,i,-3%,-3%,10%
Cc1nn(CC(=O)NCc2cccc(F)c2)c(=O)c2cccn12,4%,-13%,i,1%,2%,.,0%,-1%,-2%
CC(C)NC(=O)C1C(c2ccc(C(F)(F)F)cc2)=Nc2ccccc2N1C(=O)c1cccc2ccccc12 (stereo unspecified),18%,32%,-36%[inhibitor],.,12%,i,-12%,?,-5%
Cn1c(SCC(=O)c2cc(Cl)c(Cl)s2)nnc1-c1ccco1,30%,32%,i,-7%,23%,i,0%,4%,-10%
COc1ccc(NC2CCCN(C(=O)c3ccccc3C(F)(F)F)C2)cc1 (stereo unspecified),?,.,i,1%,-7%,i,0%,-24%,10%
Cc1ccc(N(C(=O)c2ccc(S(=O)(=O)N3CCCC3)cc2)C2C=CS(=O)(=O)C2)cc1 (stereo unspecified),-3%,16%,i,0%,8%,i,-1%,13%,3%
CN(CC(=O)NC1CCCCCCC1)S(=O)(=O)c1cnc[nH]1,4%,-4%,i,1%,2%,i,0%,4%,-12%
CCCCNc1nc(C)c(C(C)=O)cc1C#N,-4%,-2%,i,-2%,-3%,i,-9%,23%,4%
Cc1ccc(NCc2nnc(SC(C)C(=O)N/N=C/c3ccc(C)o3)n2-c2ccccc2)cc1 (stereo unspecified),-3%,16%,i,2%,-18%,i,-7%,-16%,6%
O=C(NCC1CCCO1)C1CCN(C(=O)c2ccc(Cl)cc2)CC1 (stereo unspecified),10%,10%,i,2%,-8%,i,-8%,0%,23%
Cn1c(=O)c2c(ncn2CC(=O)OCC(=O)c2ccc(Cl)cc2)n(C)c1=O,1%,.,?,-2%,35%[activator],i,1%,20%,5%
CC1C(=O)C(C)(C)C(=O)OC1c1ccccc1 (stereo unspecified),0%,-21%,i,?,5%,i,-1%,0%,-10%
O=C(CCCn1c(=S)[nH]c2ccccc2c1=O)N1CCOCC1,-9%,11%,-9%[57.5 µM],1%,6%,i,2%,-6%,7%
Cc1cccc(N(C(=O)c2csnn2)C(C(=O)NC2CCCCC2)c2ccncc2)c1 (stereo unspecified),-14%,28%,i,1%,-3%,i,-8%,3%,-1%
O=C(Cn1cnc([N+](=O)[O-])n1)c1ccc(O)c(O)c1,-9%,19%,2%,-3%,-11%,i,-7%,44%[activator],-5%
CC12CC(c3ccccc3O1)N(C(=O)c1ccc(Br)o1)C(=O)N2c1ccccc1 (stereo unspecified),17%,-1%,i,0%,-1%,i,4%,5%,8%
COc1cccc(C(=O)CSc2nnc(CNc3nc(-c4ccccc4)cs3)n2C)c1,25%,?,-15%,-16%,-3%,i,17%,?,9%[9.22 µM]
O=C(COc1cccc2ccccc12)NNC(=O)c1cnccn1,17%,.,i,1%,-10%,i,1%,17%,23%
O=C1COc2ccc(S(=O)(=O)CCC(=O)N3CCN(c4cccc(C(F)(F)F)c4)CC3)cc2N1,8%,-1%,-28%,-6%,4%,i,-1%,?,1%
CCCn1c(N)c(N(CCOC)C(=O)c2ccc(F)cc2F)c(=O)[nH]c1=O,-31%[inhibitor],24%,-7%,-1%,-4%,i,2%,3%,-18%
C=CC[C@@H](CC(=O)OC(C)(C)C)C(=O)OC[C@@H]1CCCN1C(=O)[C@@H](CC=C)CC(=O)N[C@@H](CO)Cc1ccccc1,25%,30%,i,0%,-20%,i,0%,-3%,5%
COc1ccc(/C=C2\Oc3cc(OCC(=O)N4CCC[C@H]4C(=O)O)ccc3C2=O)c(OC)c1OC,-9%,22%,-14%,-2%,-17%,i,2%,1%,-9%
CC1CCN(C(C(=O)O)c2ccccc2)CC1 (stereo unspecified),-12%,0%,-1%,1%,-7%,i,-4%,-2%,-3%

# Ordered by count of non-hydrogen atoms (rising): 3 of the compounds above
SMILES,TDP43 rescue,FUS suppressor,PTHR1 agonist,MmCpn inh,HEK293 tox,pAkt inh,aSyn yeast inh,GLP-1R inv ag,Abeta rescue
CC1C(=O)C(C)(C)C(=O)OC1c1ccccc1 (stereo unspecified),0%,-21%,i,?,5%,i,-1%,0%,-10%
O=C(Cn1cnc([N+](=O)[O-])n1)c1ccc(O)c(O)c1,-9%,19%,2%,-3%,-11%,i,-7%,44%[activator],-5%
O=C(COc1cccc2ccccc12)NNC(=O)c1cnccn1,17%,.,i,1%,-10%,i,1%,17%,23%

# (more compounds)
SMILES,TDP43 rescue,FUS suppressor,PTHR1 agonist,MmCpn inh,HEK293 tox,pAkt inh,aSyn yeast inh,GLP-1R inv ag,Abeta rescue
COc1cccc(CNC(=O)C2CCCN(S(=O)(=O)c3c(C)[nH]c(=O)[nH]c3=O)C2)c1 (stereo unspecified),-10%,3%,i,2%,-16%,i,-6%,8%,10%
COc1ccc(C2=C(SC)CC2=NC(C)(C)C)cc1,0%,10%,-3%,-6%,2%,i,3%,21%,-3%
O=C1c2ccccc2C(=O)N1CCC(c1ccccc1)c1ccco1 (stereo unspecified),25%,9%,i,2%,1%,i,4%,-3%,4%
COc1cc(C(=O)Nc2ccc3c(c2)C(=O)N(CCC(=O)O)C3=O)cc(OC)c1OC,24%,-28%,i,1%,-9%,i,5%,6%,7%[9.22 µM]
COc1ccccc1NS(=O)(=O)c1cccc(C(=O)NCC(c2ccc(F)cc2)N2CCOCC2)c1 (stereo unspecified),13%,8%,-58%[inhibitor],3%,4%,i,2%,3%,8%
COc1cccc(C2C3=C(N=c4s/c(=C\c5ccc(O)cc5)c(=O)n42)c2ccccc2CC3)c1OC (stereo unspecified),0%,.,i,-2%,5%,i,?,-1%,3%
COCc1c(C(=O)N/N=C/c2ccncc2)nnn1-c1nonc1N,-2%,12%,-5%,-2%,-12%,i,-3%,-12%,5%
CC(=O)NCc1ccc(C(=O)COC(=O)COc2ccccc2)s1,-8%,22%,i,-3%,1%,i,2%[1.84 µM],12%,1%
O=C(CCc1ccccc1)Nc1cc(C(=O)O)cc(C(=O)O)c1,-4%,-1%,i,-1%,0%,i,6%,1%,18%
O=C(COC(=O)Cc1cccc2ccccc12)Nc1ccccc1-c1ccccc1,6%,30%,i,0%,-2%,i,-1%,?,-3%
COCCN(C(=O)c1ccco1)c1nnc(-c2ccc(OC)c(OC)c2)s1,-8%,1%,-29%[57.5 µM],-1%,35%,i,4%,30%[activator],3%
CC(C)c1nc2oc3c(=O)[nH]cnc3c2c2c1COC(C)(C)C2,10%,7%,i,-2%,-5%,i,-1%,54%[activator],8%
COc1ccc(OC)c(NC(=O)CN2C(=O)CC(C)Sc3ccccc32)c1 (stereo unspecified),?,12%,i,.,1%,.,1%,19%,-16%
O=C(NC(C(=O)c1ccccc1)N1CCCCC1)c1ccccc1 (stereo unspecified),2%,-16%,i,-1%,-16%,i,7%,?,0%
CCCS(=O)(=O)c1nc(S(=O)(=O)c2ccc(C)cc2)c(NCc2ccccc2Cl)s1,-16%,?,22%,.,0%,.,.,-18%,-11%
CNS(=O)(=O)c1cccc(C(=O)OCC(=O)N2CC(C)OC(C)C2)c1 (stereo unspecified),-4%,-2%,i,2%,-24%,i,3%,8%,9%
CCn1cc(C(=O)NCCc2ccc(C)cc2)c(=O)c2cc(S(=O)(=O)N3CCc4ccccc4C3)ccc21,2%,11%,-24%,.,0%,.,.,-1%,3%
N#CCC(=O)N/N=C/c1ccc(SCC(=O)Nc2ccccc2)o1,0%,6%,-9%,3%,-4%,i,1%,-2%,14%
O=c1nc2ccccc2c2n1CC(CN1CCN(Cc3ccccc3)CC1)N2 (stereo unspecified),-4%,-4%,-13%[57.5 µM],-7%,-17%,i,1%,-1%,16%
COc1ccc(S(=O)(=O)N=C2C=C(C)C(=O)C(C)=C2)cc1,10%,41%,i,-2%,-7%,i,6%,2%,9%
O=C(Cc1ccccc1)Nc1nc2ccccc2s1,?,24%,-27%,-2%,-3%,i,17%,?,7.1µM*
COc1ccc(C(=O)Nc2cccc(S(C)(=O)=O)c2)cc1,-10%,-14%,i,0%,-2%,i,-1%,16%,-18%
O=C1C2CCCCC2C(=O)N1c1ccc(NC2CCCCC2)c([N+](=O)[O-])c1 (stereo unspecified),3%,.,-29%,1%,?,i,-4%,?,-19%
Cc1ccc(Cn2cnc3ccccc32)cc1,6%,5%,-39%[inhibitor],-2%,11%,i,3%,-1%,34%
CCC1CCCCN1S(=O)(=O)c1ccc(NC(=O)C2CCN(C(=O)c3ccco3)CC2)cc1 (stereo unspecified),-20%,36%,i,0%,6%,i,-3%,?,-1%

# These rows are one share of the data; rates above refer to the full screens.
